# Compound activity as filed in PubChem BioAssay.
# PAFAH1B3 FP inh – PAFAH1B3 enzyme inhibitors, primary screen, biochemical, fluorescence polarization, human; recombinant PAFAH1B3, FP-rhodamine probe; Platelet-activating factor acetylhydrolase IB subunit alpha1 (Homo sapiens), Q15102; inhibition, % at 3.39 µM; hit rate 0.28% among 340,000; AID 492972, 2010;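 active means inhibition above the screen-wide average of all tested compounds plus 3 SD, cut at about 25% in these data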;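 further: 0% = enzyme with DMSO only and 100% = wells lacking PAFAH1B3 protein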
# pPAFAH FP inh – pPAFAH enzyme inhibitors, primary screen, biochemical, fluorescence polarization, human; Platelet-activating factor acetylhydrolase (Homo sapiens), Q13093; recombinant pPAFAH, FP-rhodamine probe fluorescence polarization; inhibition, % at 3.39 µM; hit rate 1.5% among 330,000;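 active means inhibition above the mean inhibition across the screen plus 3 SD, cut at about 25% in these data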;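 further: inhibitors block binding of the rhodamine activity-based probe so polarization drops; 0% = enzyme with DMSO and 100% = wells lacking pPAFAH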
# Target sequence (Q13093 whole entry, looked up): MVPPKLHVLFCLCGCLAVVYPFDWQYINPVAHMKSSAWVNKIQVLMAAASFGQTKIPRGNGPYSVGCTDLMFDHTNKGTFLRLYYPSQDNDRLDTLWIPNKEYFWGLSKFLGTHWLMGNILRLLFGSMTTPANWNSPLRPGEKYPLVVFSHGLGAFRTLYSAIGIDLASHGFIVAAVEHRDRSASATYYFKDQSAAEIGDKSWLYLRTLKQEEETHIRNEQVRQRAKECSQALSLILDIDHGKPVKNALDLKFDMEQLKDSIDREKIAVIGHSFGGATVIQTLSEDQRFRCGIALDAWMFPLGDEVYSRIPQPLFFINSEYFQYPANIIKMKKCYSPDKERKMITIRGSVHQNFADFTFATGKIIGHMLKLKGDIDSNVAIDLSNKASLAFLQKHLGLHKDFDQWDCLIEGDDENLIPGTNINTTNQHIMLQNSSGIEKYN
# EBNA-1 inhibitor – EBNA-1 DNA-binding inhibitors, primary screen, biochemical, fluorescence polarization | AID 1950, 2009 | hit rate 0.34% among 300,000 | inhibition, % at 14.8 µM; in the data active means inhibition above about 28%
# LYPLA1 inh – LYPLA1 inhibitors, primary screen, counter-screen for PME1 inhibitor project, biochemical, fluorescence polarization, FP-Rh probe ABPP; inhibition, % at 5.9 µM; recombinant LYPLA1; Acyl-protein thioesterase 1 (Homo sapiens), O75608; AID 2174, 2009; hit rate 0.16% among 320,000;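 active means inhibition above the mean of all tested compounds plus 3 SD, set per campaign, cut at about 14% in these data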;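 further: inhibitors block serine hydrolase probe labeling of LYPLA1 so polarization falls; 0% = enzyme with DMSO and 100% = wells lacking LYPLA1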
# PAFAH2 inh – PAFAH2 enzyme inhibitors, primary screen, biochemical, fluorescence polarization, human; hit rate 0.99% among 340,000; recombinant PAFAH2, FP-rhodamine activity probe; AID 492956, 2010; inhibition, % at 3.39 µM; Platelet-activating factor acetylhydrolase 2, cytoplasmic (Homo sapiens), Q99487;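 active means inhibition above the mean over all tested compounds plus 3 SD, cut at about 30% in these data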;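 further: inhibitors block probe labeling of enzyme so polarization drops; 0% = enzyme with DMSO and 100% = wells lacking PAFAH2 protein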
# PAFAH1B2 FP inh – PAFAH1B2 enzyme inhibitors, primary screen, biochemical, fluorescence polarization, human. Platelet-activating factor acetylhydrolase IB subunit alpha2 (Homo sapiens), P68402. recombinant PAFAH1B2, FP-rhodamine activity probe. inhibition, % at 3.39 µM. hit rate 1.2% among 340,000. AID 492953, 2010;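 active means inhibition above the mean of all tested compounds plus 3 SD, cut at about 24% in these data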;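 further: 0% = enzyme with DMSO and 100% = wells lacking PAFAH1B2; many of its hits are not listed in these tables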
# Target sequence (P68402 whole entry, looked up): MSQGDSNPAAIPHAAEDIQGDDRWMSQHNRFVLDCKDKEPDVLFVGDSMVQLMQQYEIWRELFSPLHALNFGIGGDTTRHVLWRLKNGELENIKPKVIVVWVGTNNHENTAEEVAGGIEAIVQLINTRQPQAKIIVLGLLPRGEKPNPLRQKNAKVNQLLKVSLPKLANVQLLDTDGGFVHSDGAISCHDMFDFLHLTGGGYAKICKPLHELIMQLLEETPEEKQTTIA
# PREPL inh – PREPL enzyme inhibitors, primary screen, biochemical, fluorescence polarization | Prolyl endopeptidase-like (Homo sapiens), Q4J6C6 | recombinant PREPL, fluorescence polarization activity-based probe | inhibition, % at 5.96 µM | hit rate 0.68% among 320,000 | AID 2751, 2010; in the data active means inhibition above about 43%;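 further: 0% = enzyme with DMSO and 100% = wells lacking enzyme; many of its hits are not listed in these tables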
# ZTA counter – counter-screen for EBNA-1 inhibitors: inhibitors of Epstein-Barr virus ZTA | P03206 | hit rate 0.15% among 320,000 | ZTA-DNA binding, fluorescence polarization | inhibition, % at 11 µM; in the data active means inhibition above about 33%
# Target sequence (P03206 whole entry, looked up): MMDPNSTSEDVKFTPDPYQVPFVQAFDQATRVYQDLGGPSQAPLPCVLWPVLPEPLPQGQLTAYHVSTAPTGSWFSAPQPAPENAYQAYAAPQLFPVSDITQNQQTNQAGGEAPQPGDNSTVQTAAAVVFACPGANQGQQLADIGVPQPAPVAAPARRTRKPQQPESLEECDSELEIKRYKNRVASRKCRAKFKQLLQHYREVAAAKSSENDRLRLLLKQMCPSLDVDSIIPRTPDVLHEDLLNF
# LYPLA2 counter – LYPLA2 inhibitors, primary screen, counter-screen for PME1 inhibitor project, biochemical, fluorescence polarization, FP-Rh probe ABPP; Acyl-protein thioesterase 2 (Homo sapiens), O95372; recombinant LYPLA2; inhibition, % at 5.9 µM; hit rate 0.38% among 320,000; AID 2177, 2009;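 active means inhibition above the screen-wide mean plus 3 SD, limit set per campaign, cut at about 26% in these data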;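 further: 0% = LYPLA2 with DMSO and 100% = wells lacking LYPLA2 enzyme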
# Active calls of the source: *; . = not tested or not shown. This is a subset; count on the stated rates, not on these rows.
SMILES,PAFAH1B3 FP inh,pPAFAH FP inh,EBNA-1 inhibitor,LYPLA1 inh,PAFAH2 inh,PAFAH1B2 FP inh,PREPL inh,ZTA counter,LYPLA2 counter
N#Cc1ccccc1NC(=O)c1ccc2c(Cl)c3c(nc2c1)CCCC3,1.0,-2.4,-7.5,-0.2,0.7,-4.2,-7.8,-11.0,-5.2
COc1ccc(CCNCC(=O)Nc2ccc(C)c(Br)c2)cc1OC,9.4,0.1,-1.1,-1.1,-3.4,0.8,10.2,-8.8,-1.1
Cc1ccc(CNC(=O)Cn2cnc3c(NCc4ccccc4)ncnc32)o1,7.9,8.2,.,.,-2.5,1.1,.,.,.
CCOc1ccc2[nH]c(=S)[nH]c2c1,1.8,0.9,-10.5,-1.9,-1.3,0.3,-1.1,-7.4,3.7
CCCOc1cc(NCc2ccccc2)c2ncn(C(C)C)c2c1,-5.9,24.9*,.,4.0,8.5,4.0,10.8,-2.7,6.7
C=CCn1c(=NC(=O)c2cc(-c3cccs3)nc3ccccc23)sc2cc(S(N)(=O)=O)ccc21,-35.3,-21.3,28.8*,-38.0,-33.6,-12.9,-14.6,7.0,-73.4
CC(C)(O)c1nnn(-c2ccccc2)c1C(F)(F)F,-4.5,-0.2,8.7,2.0,1.4,0.7,-6.4,17.7,-0.5
FC(F)(F)c1ccc2c(c1)nc1n2CCCC1,2.7,5.8,-3.5,0.7,0.4,-2.5,-2.4,19.7,5.0
C=CCNC(=O)CCCOc1cc(C)ccc1C,0.1,1.0,6.6,-1.9,-0.9,0.8,1.7,4.9,-0.1
COc1ccc(/C(C)=N/N=C(N)N)c(O)c1,7.3,-3.7,0.5,1.8,8.9,0.4,3.1,-4.6,3.4
O=C(Nc1nnc(-c2cccnc2)o1)c1ccccc1Cl,7.7,2.7,4.6,-1.9,3.3,4.5,-1.0,7.0,-5.2
COC(=O)c1ccc(OCCCCN2CC(C)OC(C)C2)cc1 (configuration not stated),0.2,-8.8,10.1,0.6,-4.8,0.1,0.8,-4.5,-1.9
COc1ccc([N+](=O)[O-])cc1NC(=O)C(C)OC(=O)c1cccnc1Cl (configuration not stated),8.5,-6.2,-26.3,0.9,6.3,1.9,5.9,-15.4,-2.9
CC(C)(C)c1ccc(C2(C)NC(=O)N(CC(=O)NCc3cccs3)C2=O)cc1 (configuration not stated),6.1,7.2,-1.7,0.3,3.9,6.5,-4.0,-1.7,0.8
CCCc1cc(C(=O)Nc2ccc(F)cc2F)no1,-1.3,4.2,8.6,-0.3,1.0,2.7,-9.9,-10.3,-4.2
COc1ccc(CN2CCN(C(=O)CCC(=O)Nc3nnc(CC(C)C)s3)CC2)cc1F,7.8,-2.7,-33.3,-2.6,3.7,0.7,3.0,-6.9,1.4
COc1ccc(NS(=O)(=O)c2ccc(N3CCOCC3)c(NC(=O)c3cccc(F)c3)c2)cc1,5.2,32.8*,1.3,-3.3,6.9,-4.7,-2.0,-9.7,-0.3
CCC(Sc1nc2ccccc2[nH]1)C(=O)Nc1cc(C)on1 (configuration not stated),9.7,4.8,-9.8,-2.9,1.4,5.3,-8.1,-5.0,-2.2
O=C(Cc1ccc(Cl)cc1)OCc1nnc(-c2ccccc2)o1,-4.4,12.2,2.5,-1.5,-0.6,6.1,-1.0,-8.2,-0.5
CC(=O)N1CCN(c2ccc(NCc3ccco3)cc2)CC1,3.5,9.4,.,-1.2,1.0,-3.4,7.8,-9.8,-2.4
COc1ccc(C(=O)NCCS(=O)(=O)N(C)Cc2ccccc2)cc1,6.1,5.7,-4.9,-0.7,8.1,2.1,-2.8,16.0,4.7
COc1cccc(CNC(=O)CC(NC(C)=O)c2ccccc2)c1 (configuration not stated),-0.9,2.2,2.1,1.1,3.9,9.9,9.7,0.8,0.7
COc1ccc(CN2C(=NC(=O)C3CCCCC3)SC3CS(=O)(=O)CC32)cc1 (configuration not stated),-2.9,-1.4,4.8,2.5,-1.2,-7.6,20.0,-23.4,2.2
S=C1NC[C@H](CC2CCCCC2)N1CC1CCCCC1,13.4,2.1,3.1,-0.7,6.0,7.7,2.1,1.1,2.5
O=C(COc1ccc(-c2ccccc2)cc1)N/N=C/c1cccnc1,-1.6,-4.5,-4.0,-2.4,-2.0,-0.1,4.7,-2.4,13.7

# Additional results
SMILES,PAFAH1B3 FP inh,pPAFAH FP inh,EBNA-1 inhibitor,LYPLA1 inh,PAFAH2 inh,PAFAH1B2 FP inh,PREPL inh,ZTA counter,LYPLA2 counter
N/C(Cc1ccc([N+](=O)[O-])cc1)=N\OC(=O)C(c1ccccc1)c1ccccc1,12.7,-0.7,-9.7,-8.7,6.0,10.8,-5.1,6.1,-10.5
CCOC(=O)C1(Cc2cccc(F)c2)CCN(C2CCOCC2)CC1,2.3,5.7,-5.0,1.6,0.0,1.6,8.2,-10.6,5.9
Cc1cccc(C(=O)N[C@H](C(=O)NCCc2ccc(S(N)(=O)=O)cc2)C(C)C)c1,3.5,6.4,-7.7,-4.7,-9.1,1.4,-11.4,-4.6,2.6
Cc1cc(NC(=O)c2ccc(NC(=O)C(C)C)cc2)no1,2.8,40.8*,2.1,1.7,3.7,4.4,0.0,-1.7,1.1
Cc1ccc(S(=O)(=O)N(C)c2ccc(OC(C)C(=O)N3CCCC3)cc2)cc1C (configuration not stated),4.6,-3.1,-0.4,3.5,10.7,4.5,-1.1,0.3,-4.9
CN(C)c1ccc(-c2nn3c(C4CCCCC4)nnc3s2)cc1,1.8,5.4,-1.4,8.2,7.5,2.0,21.4,-7.8,3.6
OCCOCCn1c(C(CO)Nc2nc(-c3ccc(F)cc3)cs2)nc2ccccc21 (configuration not stated),-3.0,-4.2,-11.8,-0.1,-3.0,4.1,21.6,-1.5,-6.4
Cc1ccc(NC(=O)C2CCCN2S(=O)(=O)c2ccc3c(c2)n(C)c(=O)c(=O)n3C)cc1 (configuration not stated),0.8,4.3,10.3,-0.3,-0.4,6.3,2.4,13.3,-5.7
CC1CCCN(C(=O)c2ccc(COc3ccccc3Br)cc2)C1 (configuration not stated),3.7,3.7,-7.3,-3.5,6.0,5.4,15.4,4.2,-2.1
COc1cc(CC(=O)Nc2ccc3c(c2)CCC3)cc(OC)c1OC,3.5,2.5,-4.8,3.4,-0.5,1.9,21.7,-11.3,9.1
COC(=O)C1=C(C)NC(=O)NC1c1ccco1 (configuration not stated),7.8,1.5,5.9,0.7,3.5,4.1,2.9,22.4,0.3
O=C(CCN1CCCCO1)N1CCCC(Nc2ccc(F)c(F)c2)C1 (configuration not stated),0.3,-2.2,3.5,5.7,-0.8,6.4,18.5,9.2,7.5
N#Cc1c(C(F)(F)F)cc(C2CC2)[nH]c1=O,4.0,0.5,5.0,0.9,4.7,-1.4,4.1,-3.2,2.2
Cc1ccc(C(=O)Nc2cccc(C(=O)N3CCOCC3)c2)cc1Cl,14.3,-0.2,0.0,0.1,7.6,1.8,0.4,18.3,0.7
Cc1ccc(/C=N/NC(=O)CSc2nc3ccccc3n2C)s1,-4.6,-4.3,3.6,-1.0,-0.9,-4.6,-1.7,6.5,2.4
O=C(Nc1cccn(Cc2ccc(F)cc2)c1=O)NC1CCCCC1,4.6,8.4,9.8,4.1,-0.8,16.3,1.9,4.4,8.0
COc1ccc2nc(NCCNC(=S)NCCCN3CCOCC3)c(C#N)cc2c1,5.9,3.8,2.2,-0.6,1.4,-1.1,13.7,22.4,7.0
NC(=O)c1ccc(N=Cc2c(O)ccc3ccccc23)cc1,5.8,5.1,11.5,-2.9,-6.7,4.8,2.3,4.2,-0.1
COc1cccc(/C=C(/C(=O)OCC(N)=O)c2ccccc2)c1,-0.5,3.1,6.2,1.1,-9.3,2.7,6.3,2.1,0.1
O=C(O)c1n[nH]c2c1CCCCC2,6.3,-5.1,-1.7,1.0,-6.3,7.5,1.7,-4.4,9.9
Cc1ccc(S(=O)(=O)N2CCN(C(=O)CC(C)n3cncn3)CC2)cc1C (configuration not stated),2.6,2.0,-0.4,-0.6,-4.4,0.2,19.4,-7.4,-5.5
Cc1ccccc1Sc1ncnc2onc(C)c12,-2.3,4.1,-2.1,-2.9,-0.8,-0.1,-3.5,5.4,3.5
CCOC(=O)c1nnn(-c2nonc2N)c1CNC(C)C,1.5,1.4,4.4,-2.5,-1.8,4.8,-1.0,6.3,4.4
COc1ccc(NC(=O)CCC(=O)OCc2ccc(Br)cc2)cc1,-3.0,-3.0,10.4,-1.6,4.9,7.8,14.9,12.6,2.7
COc1ccc([N+](=O)[O-])cc1C1NN=C(c2ccccc2O)S1 (configuration not stated),-10.3,5.0,1.2,-4.0,-11.0,-1.3,2.9,15.8,-5.2

# Continuation:
SMILES,PAFAH1B3 FP inh,pPAFAH FP inh,EBNA-1 inhibitor,LYPLA1 inh,PAFAH2 inh,PAFAH1B2 FP inh,PREPL inh,ZTA counter,LYPLA2 counter
Cc1ccc(S(=O)(=O)NCC(=O)N(CC2CCCO2)C(C(=O)NC2CCCC2)C(C)C)cc1 (configuration not stated),7.8,9.2,6.4,-2.3,6.9,8.4,-1.5,1.0,1.3
CCc1ccc(CN2C(=O)CCC2(C)C(=O)NC2CCCC2)cc1 (configuration not stated),2.5,3.1,1.1,-1.1,-3.4,8.2,2.0,1.9,7.9
O=C(NC(=S)Nc1ccc2nc[nH]c2c1)c1ccccc1,2.8,1.5,-0.1,-2.4,0.4,3.1,-10.8,2.8,-0.3
O=C(NNc1nc2ccccc2s1)Nc1ccc(Cl)c(Cl)c1,0.2,-1.4,-6.5,-5.9,1.1,-1.0,14.1,10.8,-7.1
O/N=C1\CC/C(=N\O)c2nn(-c3ccccc3Cl)nc21,10.5,0.5,18.3,1.3,-0.4,12.7,6.0,4.8,7.8
O=C(Cc1ccccc1)Nc1ccc(NC(=O)c2cccs2)c(Cl)c1,5.1,-0.8,6.0,-4.9,0.2,1.9,13.6,-11.0,1.1
Cc1c(NC(=O)CSc2nncc3ccccc23)c(=O)n(-c2ccccc2)n1C,2.9,5.4,-2.4,0.7,-1.1,-0.2,15.4,-9.5,0.4
CCOc1cc(NC(=O)C2CC2)c(OCC)cc1NC(=O)c1cc(OC)c(OC)c(OC)c1,9.4,2.7,-4.1,0.5,4.8,2.3,-1.0,-1.0,0.4
O=C(c1ccc(C(F)(F)F)cc1)C1CCCN(Cc2cccn2-c2ncccn2)C1 (configuration not stated),-0.1,0.8,1.6,3.9,-7.6,3.4,20.7,-2.8,5.5
C#CCOCCOCCOCCNc1nc(N2CCN(C(=O)[C@H](CCC(=O)O)n3cc(CN)nn3)CC2)nc(N2CCN(C(=O)[C@H](CCC(=O)O)n3cc(CN)nn3)CC2)n1,5.2,2.1,.,.,-0.3,0.9,-4.3,.,.
O=C1CCCc2oc3ccc(O)cc3c21,4.5,-0.9,-0.3,-1.8,0.1,4.5,-6.8,-6.4,-2.6
COc1ccccc1C(=O)N1CCN(C(=O)Cc2ccccc2)CC1,2.4,-0.3,6.0,4.9,-2.5,0.5,3.4,-4.8,8.1
N#C/C(=C/c1ccc(C(=O)O)cc1)C(=O)Nc1ccccc1,6.0,-1.3,-5.6,-1.0,7.2,-4.8,0.6,7.0,-4.9
